Screens from PubChem.
GAA850 FXN act = frataxin GAA850 promoter activation. HEK293 lucGAA850 FXN promoter luciferase reporter, 24 h; percent of 10 µM SAHA response. AID 540364. activation, % at 6 µM. 360,000 compounds, 0.56% hits;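 active = activation above the average of all compounds screened plus 3 SD, cutoff fixed separately per campaign, cut at about 7.5% in these data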;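 also: 0% = DMSO wells and 100% = 10 µM SAHA wells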
ASAP1 inh = inhibitors of human ASAP1 ArfGAP activity. 360,000 compounds, 0.19% hits. ASAP1-stimulated ARF1 GTP hydrolysis, GDP FP detection. Q9ULH1. inhibition, % at 16.5 µM; in the data active = inhibition above about 25%;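 also: 0% = vehicle with enzyme and substrate and 100% = no enzyme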
ADAM10 inh = ADAM10 inhibition, QFRET primary screen | recombinant ADAM10, EDANS/DABCYL FRET peptide cleavage, 3 h | 370,000 compounds, 0.62% hits | inhibition, % at 7 µM | AID 720582;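 active = inhibition above a per-campaign cutoff equal to the mean of compounds falling between control-based bounds plus 3 SD, cut at about 20% in these data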;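 also: 0% = DMSO wells while the 100% control is not disclosed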
HGIII-sPLA2 inh = Inhibits HGIII-sPLA2 liposome hydrolysis, primary screen. Q9NZ20. QFRET BODIPY PC-A2 liposome hydrolysis, fluorescence. inhibition, % at 12.2 µM. 370,000 compounds, 0.56% hits;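 active = inhibition above mean plus 3 SD of compounds lying within the high and low control bounds, cut at about 19% in these data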;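 also: 0% = median of test compound wells and 100% = no enzyme DMSO wells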
rCAG RNA binder = molecules binding r(CAG) RNA repeats; r(CAG) RNA repeat, TO-PRO-1 dye displacement fluorescence; inhibition, % at 3 µM; 370,000 compounds, 1.3% hits; AID 651821;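 active = inhibition above the plate cutoff, the mean of all test compounds on that plate plus 3 SD, cut at about 35% in these data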;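 also: 0% = DMSO alone and 100% = 100 µM mitoxantrone as full dye displacement; higher means more dye released from RNA so lower well fluorescence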
GC-A act = GC-A (human) enzyme activation; HEK293 GC-A cells, cGMP TR-FRET, EC30 ANP; 0% at EC30 ANP, 100% saturating ANP; 370,000 compounds, 0.14% hits; activation, % at 10 µM; P16066; in the data active = activation above about 40%
DDE Tn6 FP inh = inhibitors of Tn6 peptide binding to human fibrin DD(E); P02675; Fibrin DD(E) TRITC-Tn6 fluorescence polarization displacement; inhibition, % at 8.3 µM; 370,000 compounds, 0.21% hits; AID 720509;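 active = inhibition above a per-campaign cutoff: mean of compounds within control limits plus 3 SD, cut at about 15% in these data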;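 also: 0% = median of all compound wells on the plate and 100% = blocking peptide control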
ARFGAP1 inhibitor = inhibits rat ARF GTPase activating protein 1; Q62848; Arfgap1-stimulated ARF1 GTP hydrolysis, GDP FP detection; inhibition, % at 16.5 µM; 360,000 compounds, 0.26% hits;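 active = inhibition above a per-plate limit, mean inhibition of low control wells plus 3 SD, cut at about 25% in these data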;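 also: 0% = DMSO wells with enzyme and 100% = wells lacking Arfgap1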
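System: truncated rat Arfgap1 GAP domain / Benchmarks: high control wells lacking Arfgap1, low control full reaction with DMSO / Times: compound-enzyme preincubation 20 min, reaction 120 min, detection 60 min, 25 °C / Repeats: one replicate per compound / Also added: human ARF1(Δ1-17)-GTP substrate / Measured by: Tracer-displacement fluorescence polarization with EDTA stop, 620/688 nm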
GC-B act = GC-B (human) receptor activation | 370,000 compounds, 0.11% hits | P20594 | activation, % at 10 µM | HEK293-GC-B cells, CNP EC30, cGMP TR-FRET; 0% at EC30 CNP, 100% saturating CNP;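 active = activation at 10 µM reaching about 35% in either raw or pattern-adjusted values, limit read from the data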
Target sequence (P20594 whole entry, looked up): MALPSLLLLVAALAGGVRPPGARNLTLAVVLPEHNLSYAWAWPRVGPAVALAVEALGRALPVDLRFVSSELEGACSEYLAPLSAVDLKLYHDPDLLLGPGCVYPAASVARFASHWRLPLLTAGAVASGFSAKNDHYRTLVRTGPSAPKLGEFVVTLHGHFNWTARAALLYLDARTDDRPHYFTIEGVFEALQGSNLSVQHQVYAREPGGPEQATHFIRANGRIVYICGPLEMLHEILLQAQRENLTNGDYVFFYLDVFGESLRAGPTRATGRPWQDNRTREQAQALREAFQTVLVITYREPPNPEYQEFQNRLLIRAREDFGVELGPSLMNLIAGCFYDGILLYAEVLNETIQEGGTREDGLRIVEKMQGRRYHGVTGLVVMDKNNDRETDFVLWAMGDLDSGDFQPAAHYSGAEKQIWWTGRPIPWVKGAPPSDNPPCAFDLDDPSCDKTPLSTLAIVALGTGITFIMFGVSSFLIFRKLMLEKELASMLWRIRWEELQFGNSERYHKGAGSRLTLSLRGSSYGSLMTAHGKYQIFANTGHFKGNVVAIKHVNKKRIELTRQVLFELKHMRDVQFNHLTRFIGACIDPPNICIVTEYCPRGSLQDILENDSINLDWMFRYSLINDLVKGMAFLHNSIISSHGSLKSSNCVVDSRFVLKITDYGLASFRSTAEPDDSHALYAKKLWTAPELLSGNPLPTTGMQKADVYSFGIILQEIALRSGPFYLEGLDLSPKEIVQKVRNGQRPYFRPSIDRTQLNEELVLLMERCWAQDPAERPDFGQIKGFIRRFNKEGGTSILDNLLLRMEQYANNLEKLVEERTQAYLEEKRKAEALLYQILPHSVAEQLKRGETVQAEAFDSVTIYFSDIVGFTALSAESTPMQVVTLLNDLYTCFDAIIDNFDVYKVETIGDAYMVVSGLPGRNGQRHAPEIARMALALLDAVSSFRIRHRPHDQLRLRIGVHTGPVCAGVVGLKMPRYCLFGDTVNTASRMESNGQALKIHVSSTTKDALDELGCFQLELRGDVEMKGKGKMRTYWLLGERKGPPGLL
KLK7 zymogen act = activators of human kallikrein-7 zymogen; 370,000 compounds, 0.9% hits; purified proKLK7, EDANS-DABCYL substrate fluorescence; 100% is mature enzyme control, 0% vehicle; AID 652039; activation, % at 7 µM;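 active = activation above the mean of all tested compounds plus 3 SD, computed per campaign excluding outliers beyond control limits, cut at about 13% in these data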
* = called active by the depositor.

Every second line gives: GAA850 FXN act	ASAP1 inh	ADAM10 inh	HGIII-sPLA2 inh	rCAG RNA binder	GC-A act	DDE Tn6 FP inh	ARFGAP1 inhibitor	GC-B act	KLK7 zymogen act
[1] O=C(COC(=O)CN1C(=O)C2CCCCC2C1=O)Nc1c(Cl)cccc1Cl (stereo not given)
→ -0.8	17	1	1	1	0	4	-9	11	0.1
[2] O=C(Nc1ccnn1C1CCN(Cc2ccccc2OC(F)F)CC1)c1cccnc1
→ 0.8	-2	4	4	-2	0	-5	6	-7	0.2
[3] Cn1cnc(S(=O)(=O)Nc2cc(-c3ccc(Cl)cc3)nn2C)c1
→ 1.5	7	0	-8	1	-1	0	6	0	0.6
[4] COc1cccc(-c2cnc3c(NC(C)=O)cc(-c4ccc(C(=O)N5CCOCC5)cc4)cn23)c1
→ 0.5	9	-29	4	6	4	-2	10	4	0.4
[5] CC(=O)c1ccc(S(=O)(=O)N(CCCO)Cc2cc3cc(C)ccc3[nH]c2=O)cc1
→ -1.3	-9	-7	-10	-1	2	1	13	1	-0.5
[6] Cc1ccc(CC2S/C(=C(/C#N)C(=O)NCc3ccco3)N(c3ccccc3)C2=O)cc1 (stereo not given)
→ -1.8	1	4	-31	10	0	-3	2	4	-0.1
[7] CN(C)n1cnc2ccsc2c1=O
→ -0.2	2	-9	11	0	2	7	-3	3	0.2
[8] CCOC(=O)C1C2C=CC3(CN(C4CCCC4)C(=O)C13)O2 (stereo not given)
→ 0.9	7	4	4	1	-4	-6	5	5	0.5
[9] Cc1ccc(Nc2nc(N)nc(CSc3nccn3C)n2)c(C)c1
→ 3.9	13	-4	5	-5	3	1	-1	8	0.7
[10] Cn1c(=O)cc(OCCCC(=O)Nc2cccnc2)c2ccccc21
→ -0.2	-13	-5	0	-3	-8	3	-1	-6	-0.1
[11] CC(=O)OC1CC(C)(C)N(OC(=O)c2ccccc2)C(C)(C)C1
→ -1.4	4	-3	-5	-11	-1	7	-8	1	0.4
[12] COc1ccc(OC)c(NC(=O)COC(=O)CCNc2ccccc2OC)c1
→ -0.9	-10	-13	6	6	-6	-5	-6	-2	0.4
[13] O=C(NCC1CCCO1)c1cc2cc(F)ccc2[nH]1 (stereo not given)
→ 1.9	3	-10	0	-1	7	-12	3	15	-0.8
[14] CC(C)CCOCc1nc2sc3c(c2c(=O)[nH]1)CCC(C)C3 (stereo not given)
→ 3.5	14	-27	10	8	-6	-5	8	-1	-0.3
[15] Cc1ccc(N2CC(C(=O)Nc3nc4ccc(S(C)(=O)=O)cc4s3)CC2=O)cc1 (stereo not given)
→ -0.5	1	3	-14	25	-4	4	7	-4	0.2
[16] COc1ccccc1N1CCN(C(=O)c2cc(S(=O)(=O)N3CCCCC3)ccc2C)CC1
→ -3.4	2	-2	3	5	-4	0	-1	5	0.0
[17] CN1CCCN(C(=O)C2CCCCC2)CC1
→ 3.7	4	1	-2	-2	5	3	2	8	-1.0
[18] C=CCn1c(O)c(N=Nc2ccccc2[N+](=O)[O-])c2ccccc21
→ 1.3	-17	-10	16	4	-7	4	3	-8	0.5
[19] COc1ccc(CC(=O)OCC(=O)NC(=O)NC23CC4CC(CC(C4)C2)C3)cc1
→ 2.6	-3	8	-26	1	8	-4	1	0	0.7
[20] COc1ccc(NC(=S)NC(=O)c2cncc(Br)c2)cc1
→ 0.5	4	-2	-4	-1	0	2	-6	1	0.2
[21] COc1cc(OC)cc(C(=O)N2CCN(S(C)(=O)=O)CC2)c1
→ -4.5	-5	6	8	3	-1	7	7	5	0.6
[22] Cc1ccccc1S(=O)(=O)Cc1ccc(C(=O)NCc2cccs2)o1
→ -1.7	12	3	3	1	-2	-13	-5	6	-0.3
[23] Cc1noc(C)c1C(=O)OCC(=O)Nc1ccccc1C(=O)NC(C)c1ccccc1 (stereo not given)
→ -2.3	-4	-1	-10	1	2	2	1	-1	0.0
[24] Cc1ccc([C@@H]2CC=C(C(=O)O)[C@H](c3cccc(F)c3)N2S(=O)(=O)c2ccccc2C)cc1
→ 0.0	-4	11	-44	76*	0	5	-27	-2	-0.5
[25] COc1cccc(/C=C/C(=O)N2CC(C)OC(C)C2)c1OC (stereo not given)
→ 0.2	0	-12	6	-2	2	-2	4	6	0.2
[26] CCOc1ccc(C(C)=O)cc1CSc1nnc(-c2ccoc2C)n1N
→ -0.1	-11	2	-2	4	-9	11	-21	-3	-0.4
[27] CC(=O)c1ccc(NC(=O)c2cc(C)nc3ccccc23)cc1
→ 2.0	1	3	-1	3	1	4	3	2	-0.3
[28] CCOC(=O)c1c(C)[nH]c(C(=O)NNC(=O)c2ccc(Br)cc2)c1C
→ 0.2	1	-33	-11	6	2	-3	-7	3	-0.4
[29] COC(=O)[C@]1(C)N[C@H](CN(C)C(=O)c2ccccc2)[C@@H]2C(=O)N(C)C(=O)[C@@H]21
→ 0.7	-5	-5	8	2	2	5	-2	-3	0.1
[30] COc1ccc(OC)c(NC(=O)[C@H]2CC=CC[C@H]2C(=O)O)c1
→ 0.7	9	11	5	2	0	1	16	-3	0.4

(continued)
#	canonical_smiles	GAA850 FXN act	ASAP1 inh	ADAM10 inh	HGIII-sPLA2 inh	rCAG RNA binder	GC-A act	DDE Tn6 FP inh	ARFGAP1 inhibitor	GC-B act	KLK7 zymogen act
31	CC(=O)c1cc(-c2ccccc2)n(CC(=O)NCc2cccs2)c1C	1.1	-7	5	-1	-1	-4	-1	4	-1	0.3
32	COC(=O)c1ccc(NC(=O)CN2CCN(CC#N)CC2)cc1	0.6	-1	9	6	-1	2	4	1	2	-0.2
33	COc1cc(NC(=O)N2CCc3nc(Nc4cc(Cl)cc(Cl)c4)ncc3C2)cc(OC)c1OC	-0.1	-1	2	-21	9	31	1	14	15	-0.1
34	O=C(NCCCN1CCOCC1)c1ccc(Cl)cc1Cl	1.8	4	5	0	-2	-6	4	1	-2	0.1
35	CCC1COCCS(=O)(=O)N1Cc1cccc(Cl)c1 (stereo not given)	-0.5	-6	-1	7	-5	-3	5	-3	3	0.2
36	CC(C)C[C@H]1CNC(=S)N1CC1CCCN1C[C@H](CC(C)C)N1C[C@H](Cc2ccc(O)cc2)N(CC2CCCCC2)C1=S (stereo not given in full)	1.1	15	0	-36	3	2	2	10	5	0.3
37	O=C(Nc1ccc2nc(-c3ccc(Br)o3)[nH]c2c1)c1cccs1	-0.7	13	1	-7	6	15	-1	5	15	0.6
38	C=CCN(c1ccc(C(=O)NCCc2ccccc2)cc1)S(C)(=O)=O	3.5	-4	1	-5	7	2	0	8	0	-0.1
39	COc1cccc(OC)c1OCCCOc1cccc2cccnc12	4.8	-12	-4	-3	-10	1	2	6	3	0.6
40	O=C1CCC(C(=O)OCC(=O)Nc2ccc(OC(F)F)cc2)=NN1	-1.0	-12	5	-3	4	-3	-1	10	-1	0.7
41	CCCC(C)c1nnc(NC(=O)CS(=O)(=O)Cc2ccccc2)s1 (stereo not given)	0.5	12	0	-16	15	2	12	-4	8	0.5
42	CCNC(=S)N1CCC(C(=O)c2ccc(Cl)cc2)CC1	-3.0	-8	1	16	0	1	-6	-4	-1	-0.2
43	CCOC(=O)c1c(NC(=O)CS(=O)(=O)c2cn(CC)c3ccccc23)sc2c1CCCC2	2.3	11	17	-34	13	-3	7	-1	-3	-1.9
44	Clc1ncc2[nH]cnc2n1	-2.1	3	-3	3	-2	-2	12	-14	-4	-0.1
45	COc1ccc(NC(=O)CN(C)CC(=O)NCC(=O)Nc2ccc(F)cc2)cc1	-0.3	-10	-5	2	-2	-1	6	-4	1	-0.1
46	O=C(O)CCC(=O)NNC(=O)c1ccc(-c2ccccc2)cc1	0.7	-14	-2	3	-1	1	0	-10	5	-0.3
47	O=C(COc1cccc2cccnc12)N/N=C1\SCC(=O)N1CCc1ccccc1	0.3	-11	-2	-1	-6	-9	-1	-6	-6	0.4
48	CCCN(CC1CCCO1)C(=O)c1cc(COc2ccc(F)cc2F)on1 (stereo not given)	0.9	4	-2	-7	-7	2	1	3	4	0.4

Structural class: those above with a furan ring, fused or not.
#	canonical_smiles	GAA850 FXN act	ASAP1 inh	ADAM10 inh	HGIII-sPLA2 inh	rCAG RNA binder	GC-A act	DDE Tn6 FP inh	ARFGAP1 inhibitor	GC-B act	KLK7 zymogen act
6	Cc1ccc(CC2S/C(=C(/C#N)C(=O)NCc3ccco3)N(c3ccccc3)C2=O)cc1 (stereo not given)	-1.8	1	4	-31	10	0	-3	2	4	-0.1
22	Cc1ccccc1S(=O)(=O)Cc1ccc(C(=O)NCc2cccs2)o1	-1.7	12	3	3	1	-2	-13	-5	6	-0.3
26	CCOc1ccc(C(C)=O)cc1CSc1nnc(-c2ccoc2C)n1N	-0.1	-11	2	-2	4	-9	11	-21	-3	-0.4
37	O=C(Nc1ccc2nc(-c3ccc(Br)o3)[nH]c2c1)c1cccs1	-0.7	13	1	-7	6	15	-1	5	15	0.6

Not a hit list; any-hit rate near 4.5%.
